Screening data: PubChem, The Scripps Research Institute Molecular Screening Center
TPT1 inhibitor = Candida albicans TPT1 enzyme inhibitors, primary screen, biochemical, fluorescence polarization; actives 0.81% (n = 300,000); AID 1962, 2009; inhibition, % at 5 µM; recombinant caTPT1, FP RNA substrate dephosphorylation; tRNA 2'-phosphotransferase TPT1 (Candida albicans SC5314);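 active means inhibition above the mean of all tested compounds plus 3 SD, set per screening campaign, cut at about 24% in these data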;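 further: plate controls were DMSO alone for no effect and ferristatin control at 100 nM for full effect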
Fh CTSL1 inh = Fasciola hepatica cathepsin L1 inhibitors, primary screen, counter-screen for PFM18AAP inhibitor project, biochemical, QFRET, fluorogenic peptide substrate | recombinant F. hepatica cathepsin L1, Z-Leu-Arg-MCA fluorescence | inhibition, % at 5.96 µM | actives 0.49% (n = 300,000) | AID 1906, 2009;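 active means inhibition above the mean of all tested compounds plus 3 SD, set per screening campaign, cut at about 17% in these data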;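 further: 0% = plate median of test compound wells and 100% = 1 µM Z-Phe-Ala-diazomethylketone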
HCV core dimer = inhibitors of HCV core protein dimerization, primary screen, biochemical, TR-FRET, high-throughput. actives 0.33% (n = 300,000). inhibition, % at 5 µM. TR-FRET GST/Flag-core106 dimerization, 1536-well. AID 1899, 2009;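 active means inhibition above the mean of all tested compounds plus 3 SD, set per screening campaign, cut at about 45% in these data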
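Assay system: GST-tagged and Flag-tagged HCV core protein residues 1-106 / Times: compound-protein-antibody incubation 4 h at 22.5 °C / Signal: time-resolved FRET, ex 340 nm, em 617 and 671 nm / Evaluation: % inhibition based on acceptor/donor emission ratio / Benchmarks: wells lacking GST-core106 and wells with excess unlabelled core106 / Repeats: singlicate, one well per compound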
proCasp3 act = activators of human procaspase-3 D3A mutant, primary screen, biochemical, absorbance, PC-3 D3A mutant, single concentration. Caspase-3 (Homo sapiens), P42574. recombinant procaspase-3 D3A, Ac-DEVD-pNA absorbance 405 nm. activation, % at 8.5 µM. actives 0.11% (n = 330,000). AID 463141, 2010;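 active means activation above the mean of all tested compounds plus 3 SD, cut at about 21% in these data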;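 further: 0% = DMSO alone and 100% = DMSO wells spiked with extra 5 µM PC-3 D3A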
Target sequence (P42574 whole entry D9A/D28A/D175A): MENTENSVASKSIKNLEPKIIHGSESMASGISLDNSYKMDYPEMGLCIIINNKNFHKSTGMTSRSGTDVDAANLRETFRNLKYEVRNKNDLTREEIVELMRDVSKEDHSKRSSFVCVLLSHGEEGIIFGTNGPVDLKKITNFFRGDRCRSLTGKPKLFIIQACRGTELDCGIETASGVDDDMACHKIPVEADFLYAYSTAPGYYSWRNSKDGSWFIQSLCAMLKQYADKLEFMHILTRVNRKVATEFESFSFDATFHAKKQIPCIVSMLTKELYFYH
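System: Procaspase-3 D3A mutant. Medium: Zinc-free 300 mM NaCl, 50 mM HEPES, 0.01% Triton X-100. Schedule: 1 h preincubation plus 2 h reaction at 25 °C. Measured by: 405 nm absorbance of p-nitroaniline, reads at 0 and 120 min. Read-out: percent activation relative to control range.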
PP1 counter = PP1-alpha phosphatase inhibitors, primary screen, counter-screen for PP5 inhibitor project, biochemical, fluorescence, OMFP substrate, single point. Serine/threonine-protein phosphatase PP1-alpha catalytic subunit (Homo sapiens), P62136. purified PP1alpha. inhibition, % at 6.7 µM. actives 0.9% (n = 320,000). AID 2235, 2010;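 active means inhibition above the mean inhibition of all tested compounds plus 3 SD, computed separately for each screening campaign, cut at about 15% in these data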
proCasp7 act = procaspase-7 activators, primary screen, counter-screen for procaspase-3 activator project, biochemical, absorbance, HTS, human | Caspase-7 (Homo sapiens), P55210 | actives 0.093% (n = 330,000) | activation, % at 8.5 µM | recombinant procaspase-7, Ac-DEVD-pNA absorbance 405 nm; D23A/D198A/D206A triple mutant, cannot self-cleave; scale: DMSO 0, 5 µM enzyme 100;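 active means percent activation above the screen-wide mean plus 3 SD, cut at about 25% in these data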
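Assay system: Uncleavable procaspase-7 mutant enzyme | Input: 2 µM procaspase-7 mutant as dispensed | Timing: 1 h compound preincubation, 2 h substrate cleavage, 25 °C | Repeats: One well per compound | Control set: DMSO wells as 0%, DMSO with 5 µM added PC-7 as 100% | Technique: Epi-absorbance of released pNA at 405 nm, two timepoints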
AHR act = AHR activators, primary screen, cell-based, luminescence, luciferase reporter, human | AHR-responsive luciferase reporter cells | actives 2.5% (n = 320,000) | activation, % at 5 µM | AID 2796, 2010; in the data active means activation above about 47%;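 further: 0% = vehicle wells and 100% = reference agonist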
Target sequence (P35869 whole entry, looked up): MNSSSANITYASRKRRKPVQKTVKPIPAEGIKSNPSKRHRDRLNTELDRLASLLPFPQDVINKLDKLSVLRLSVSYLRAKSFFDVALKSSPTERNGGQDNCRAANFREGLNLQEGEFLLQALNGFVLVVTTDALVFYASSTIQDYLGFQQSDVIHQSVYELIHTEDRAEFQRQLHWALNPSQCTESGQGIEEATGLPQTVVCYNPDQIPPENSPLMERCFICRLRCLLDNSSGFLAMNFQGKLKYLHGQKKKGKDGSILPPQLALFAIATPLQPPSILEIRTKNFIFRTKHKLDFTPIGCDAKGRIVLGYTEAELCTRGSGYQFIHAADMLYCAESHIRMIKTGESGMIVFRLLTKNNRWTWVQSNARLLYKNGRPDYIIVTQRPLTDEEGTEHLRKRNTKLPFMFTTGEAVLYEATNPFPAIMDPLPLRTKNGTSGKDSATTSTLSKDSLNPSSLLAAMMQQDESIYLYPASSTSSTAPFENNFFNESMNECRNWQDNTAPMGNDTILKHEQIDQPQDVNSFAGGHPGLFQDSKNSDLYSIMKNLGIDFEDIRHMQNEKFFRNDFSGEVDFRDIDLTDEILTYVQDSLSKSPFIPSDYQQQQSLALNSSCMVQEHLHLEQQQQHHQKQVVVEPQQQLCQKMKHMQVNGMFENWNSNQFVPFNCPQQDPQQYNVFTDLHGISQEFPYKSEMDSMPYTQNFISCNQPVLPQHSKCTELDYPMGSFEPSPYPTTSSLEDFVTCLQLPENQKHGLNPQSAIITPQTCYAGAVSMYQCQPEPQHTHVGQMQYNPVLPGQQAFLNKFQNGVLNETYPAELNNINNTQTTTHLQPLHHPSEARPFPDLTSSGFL
PP5 inh = PP5 phosphatase inhibitors, primary screen, biochemical, fluorescence. Serine/threonine-protein phosphatase 5 (Homo sapiens), P53041. purified PP5c, OMFP substrate fluorescence. inhibition, % at 6.7 µM. actives 0.18% (n = 320,000). AID 1987, 2009;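 active means inhibition above the campaign's mean inhibition across all tested compounds plus 3 SD, cut at about 9.5% in these data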;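 further: 0% = DMSO only and 100% = 100 µM cantharidin control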
PAFAH2 inh = PAFAH2 enzyme inhibitors, primary screen, biochemical, fluorescence polarization, human; Platelet-activating factor acetylhydrolase 2, cytoplasmic (Homo sapiens), Q99487; AID 492956, 2010; inhibition, % at 3.39 µM; actives 0.99% (n = 340,000); recombinant PAFAH2, FP-rhodamine activity probe;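 active means inhibition above the mean over all tested compounds plus 3 SD, cut at about 30% in these data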;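 further: inhibitors block probe labeling of enzyme so polarization drops; 0% = enzyme with DMSO and 100% = wells lacking PAFAH2 protein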
An asterisk follows results filed as active.

`O=C(CN1C(=O)NC(Cc2ccccc2)C1=O)Nc1ccccc1F` (stereo unspecified) gave proCasp3 act -4, PP1 counter -2, proCasp7 act 11, AHR act 0, PP5 inh 0.6 and PAFAH2 inh -7.
`CC(C)NC(=O)CNc1ccc(C(F)(F)F)cc1[N+](=O)[O-]` gave TPT1 inhibitor -4, Fh CTSL1 inh 3, HCV core dimer 0, proCasp3 act 3, PP1 counter 4, proCasp7 act 5, AHR act 52*, PP5 inh 2.7 and PAFAH2 inh 2.
`COC(=O)c1sc(NC(=S)NNC(=O)c2c(Br)c(C)nn2C)c(C(=O)OC)c1C` gave TPT1 inhibitor 2, Fh CTSL1 inh 4, HCV core dimer 10, proCasp3 act -10, PP1 counter 2, proCasp7 act -14, AHR act 4, PP5 inh 2.5 and PAFAH2 inh 30*.
For CCC(=O)Nc1cccc(NC(=S)NC(=O)c2cccc(C)c2)c1 the results were TPT1 inhibitor -3, Fh CTSL1 inh -1, HCV core dimer 1, proCasp3 act -10, PP1 counter -1, proCasp7 act -8, AHR act 34, PP5 inh -0.2 and PAFAH2 inh -4.
Cc1cc(SCC(=O)N/N=C/c2ccco2)nc2ccccc12 was read as TPT1 inhibitor 0, Fh CTSL1 inh 9, HCV core dimer 5, proCasp3 act -2, PP1 counter 1, proCasp7 act -11, AHR act 5 and PP5 inh 1.3.
`O=C1NC(=O)c2cc(NC(=O)C3CCCO3)ccc21` (stereo unspecified) gave TPT1 inhibitor -5, Fh CTSL1 inh 2, HCV core dimer 1, proCasp3 act -1, PP1 counter -2, proCasp7 act 0, AHR act 1, PP5 inh -0.6 and PAFAH2 inh 0.
Screening COc1ccc(C(NC(=O)c2ccc(=O)[nH]c2)C(=O)Nc2ccc(C(C)C)cc2)cc1 (stereo unspecified) returned TPT1 inhibitor -2, Fh CTSL1 inh -3, HCV core dimer 8, proCasp3 act -5, PP1 counter 1, proCasp7 act 5, AHR act 0, PP5 inh 0.1 and PAFAH2 inh -3.
CC(=O)c1ccc2c(c1)OCCOCCOc1ccccc1OCCOCCO2 was read as TPT1 inhibitor 2, Fh CTSL1 inh 3, HCV core dimer 0, proCasp3 act 3, PP1 counter -3, proCasp7 act 6, AHR act 9, PP5 inh 2.4 and PAFAH2 inh -5.
`CC(=O)N1CCc2ccccc2C1CC(=O)O` (stereo unspecified) gave TPT1 inhibitor 1, Fh CTSL1 inh -2, HCV core dimer 0, proCasp3 act -8, PP1 counter -6, proCasp7 act -1, AHR act -1, PP5 inh -0.2 and PAFAH2 inh 1.
Screening CCc1ccc(/C=N/N2CCN(c3ccccn3)CC2)cc1 returned TPT1 inhibitor 3, Fh CTSL1 inh 4, HCV core dimer -2, proCasp3 act 4, PP1 counter -5, proCasp7 act 0, AHR act -6, PP5 inh -1.7 and PAFAH2 inh -8.

Reprinted from the part before: two compounds; new compounds follow.
`CC(=O)N1CCc2ccccc2C1CC(=O)O` (stereo unspecified) gave TPT1 inhibitor 1, Fh CTSL1 inh -2, HCV core dimer 0, proCasp3 act -8, PP1 counter -6, proCasp7 act -1, AHR act -1, PP5 inh -0.2 and PAFAH2 inh 1.
Screening CCc1ccc(/C=N/N2CCN(c3ccccn3)CC2)cc1 returned TPT1 inhibitor 3, Fh CTSL1 inh 4, HCV core dimer -2, proCasp3 act 4, PP1 counter -5, proCasp7 act 0, AHR act -6, PP5 inh -1.7 and PAFAH2 inh -8.
For C=CCn1c(Sc2ccccc2)nc2c1c(=O)[nH]c(=O)n2C the results were TPT1 inhibitor -6, Fh CTSL1 inh -4, HCV core dimer -1, proCasp3 act -2, PP1 counter -2, proCasp7 act -3, AHR act -4, PP5 inh 1.6 and PAFAH2 inh -2.
For CCCC1(C(=O)OC)NC(c2cc(OC)c(OC)c(OC)c2)C2C(=O)N(CC)C(=O)C21 (stereo unspecified) the results were TPT1 inhibitor -2, Fh CTSL1 inh 3, HCV core dimer -8, proCasp3 act -7, PP1 counter -5, proCasp7 act 7, AHR act -1, PP5 inh 2.9 and PAFAH2 inh -4.
`Cc1cccc(N(CC(=O)NC(C)C)C(=O)CCC(=O)Nc2nccs2)c1` gave TPT1 inhibitor 2, Fh CTSL1 inh -1, HCV core dimer 0, proCasp3 act -3, PP1 counter 4, proCasp7 act 5, AHR act 5, PP5 inh 0.9 and PAFAH2 inh 6.
For COCc1ccc(C(=O)N2CCCCC2C(=O)Nc2ccc(-n3nc(C)cc3C)cc2)o1 (stereo unspecified) the results were TPT1 inhibitor 0, Fh CTSL1 inh 1, HCV core dimer 0, proCasp3 act 6, PP1 counter 2, proCasp7 act 9, AHR act 3, PP5 inh 3.7 and PAFAH2 inh 2.
For O=C(O)Cn1nnn(-c2ccccc2)c1=S the results were TPT1 inhibitor -4, Fh CTSL1 inh 2, HCV core dimer 2, proCasp3 act 6, PP1 counter -4, proCasp7 act -1, AHR act -1, PP5 inh 0.8 and PAFAH2 inh 6.
For Cn1c(NC(=O)C[n+]2cc(-c3ccc(Cl)c(Cl)c3)n3c2CCC3)cc(=O)n(C)c1=O the results were TPT1 inhibitor 3, Fh CTSL1 inh -2, HCV core dimer -3, proCasp3 act 5, PP1 counter 4, proCasp7 act -4, AHR act 1, PP5 inh 2.5 and PAFAH2 inh 5.
Screening CCOC(=O)/C(C#N)=C/C1=C(N2CCCC2)CC(C)(CC)OC1 (stereo unspecified) returned TPT1 inhibitor -2, Fh CTSL1 inh 0, HCV core dimer -3, proCasp3 act 7, PP1 counter 1, proCasp7 act 2, AHR act 3, PP5 inh 2.9 and PAFAH2 inh 7.
For O=C(c1ccc2ccccc2n1)N(CCO)Cc1ccccc1 the results were TPT1 inhibitor -2, Fh CTSL1 inh -6, HCV core dimer -3, proCasp3 act -1, PP1 counter 4, proCasp7 act 4, AHR act 4, PP5 inh 0.2 and PAFAH2 inh 10.
NC(=O)c1ccsc1NC(=O)COC(=O)COc1ccc(C=O)cc1 was read as proCasp3 act -1, PP1 counter -1, proCasp7 act -8, AHR act 1, PP5 inh 1.7 and PAFAH2 inh 0.
Screening C=CCNC(=O)CC(=O)N/N=C/c1ccc(C(=O)OC)cc1 returned TPT1 inhibitor -8, Fh CTSL1 inh -1, HCV core dimer -3, proCasp3 act -7, PP1 counter -2, proCasp7 act 3, AHR act 4, PP5 inh -1.0 and PAFAH2 inh -3.
For O=C(CN(C(=O)CNC(=O)c1ccco1)c1ccc(Cl)c(Cl)c1)NC1CCCCC1 the results were TPT1 inhibitor -14, Fh CTSL1 inh 6, HCV core dimer 2, proCasp3 act 6, PP1 counter -3, proCasp7 act 6, AHR act 9, PP5 inh -0.2 and PAFAH2 inh 12.
O=C(CN(CC1CCCO1)C(=O)CNS(=O)(=O)c1ccc(F)cc1)NC1CCCCC1 (stereo unspecified) was read as TPT1 inhibitor -1, Fh CTSL1 inh 1, HCV core dimer 0, proCasp3 act 8, PP1 counter -2, proCasp7 act -5, AHR act 0, PP5 inh -0.2 and PAFAH2 inh 7.
Screening N#CC(C(=O)NC1CCCCC1)=C1CCCCCC1 returned TPT1 inhibitor -3, Fh CTSL1 inh 0, HCV core dimer -8, proCasp3 act -1, PP1 counter -1, proCasp7 act -5, AHR act -3, PP5 inh -1.7 and PAFAH2 inh 3.
Screening CC(NC(=O)Cn1cnc2c1c(=O)n(C)c(=O)n2C)c1ccccc1 (stereo unspecified) returned TPT1 inhibitor 0, Fh CTSL1 inh 1, HCV core dimer -5, proCasp3 act 10, PP1 counter -5, proCasp7 act 1, AHR act -2, PP5 inh 2.2 and PAFAH2 inh -1.
`O=C(COc1ccc(F)cc1)NCC1(N2CCOCC2)CCCCC1` gave proCasp3 act 8, PP1 counter 0, proCasp7 act 7, AHR act -1, PP5 inh -0.2 and PAFAH2 inh -5.
O=C(NCCCNc1ccnc2cc(Cl)ccc12)c1ccccc1F was read as TPT1 inhibitor -4, Fh CTSL1 inh -1, HCV core dimer -5, proCasp3 act 11, PP1 counter -1, proCasp7 act 6, AHR act 2, PP5 inh -0.5 and PAFAH2 inh 3.
For Cc1cc(C)c2c(=O)c3c(oc2c1)C(=O)N(CCO)C3c1cccc(O)c1 (stereo unspecified) the results were TPT1 inhibitor 0, Fh CTSL1 inh 2, HCV core dimer -2, proCasp3 act -3, PP1 counter -1, proCasp7 act 1, AHR act -5, PP5 inh -0.7 and PAFAH2 inh -1.
For O=C(NC1CC1)c1nc(Cn2cc([N+](=O)[O-])cn2)no1 the results were TPT1 inhibitor -5, Fh CTSL1 inh 1, HCV core dimer 12, proCasp3 act 10, PP1 counter -2, proCasp7 act 1, AHR act -2, PP5 inh 1.5 and PAFAH2 inh -3.
For O=C(CN(Cc1ccc(F)cc1)C(=O)CNS(=O)(=O)c1ccccc1)NCc1ccco1 the results were TPT1 inhibitor 0, Fh CTSL1 inh 6, HCV core dimer -4, proCasp3 act -1, PP1 counter -1, proCasp7 act 0, AHR act 2, PP5 inh -0.7 and PAFAH2 inh 4.
For O=C(CN1C(=O)/C(=C/c2ccccc2Cl)SC1=S)NC1C=CS(=O)(=O)C1 (stereo unspecified) the results were TPT1 inhibitor -1, Fh CTSL1 inh 4, HCV core dimer 7, proCasp3 act -7, PP1 counter 0, proCasp7 act 1, AHR act 1, PP5 inh -1.4 and PAFAH2 inh 15.
`O=C(N/N=C/c1ccc(O)cc1O)C1CC1` gave TPT1 inhibitor 0, Fh CTSL1 inh -1, HCV core dimer 1, proCasp3 act -14, PP1 counter -2, proCasp7 act 0, AHR act 14 and PP5 inh -1.2.
Cc1ccc(NC(=O)CSc2nccn2Cc2ccco2)c(C)c1 was read as TPT1 inhibitor 0, Fh CTSL1 inh 4, HCV core dimer 9, proCasp3 act 7, PP1 counter -1, proCasp7 act 3, AHR act 4, PP5 inh 1.6 and PAFAH2 inh -3.
For COC(=O)c1c(NC(=O)CN2CCN(c3ccccc3OC)CC2)c2cc(C)ccc2n1C the results were TPT1 inhibitor 0, Fh CTSL1 inh -3, HCV core dimer -2, proCasp3 act -4, PP1 counter 5, proCasp7 act 12, AHR act 24, PP5 inh 2.9 and PAFAH2 inh -2.
CCCCCOc1ccc(C(=O)N(Cc2ccco2)C2CCS(=O)(=O)C2)cc1 (stereo unspecified) was read as TPT1 inhibitor 3, Fh CTSL1 inh 4, HCV core dimer 4, proCasp3 act -3, PP1 counter 6, proCasp7 act -3, AHR act 0, PP5 inh 0.1 and PAFAH2 inh -4.
